Source: PubChem
IEC-6 cytotox: counter-screen for KLF5 inhibitors: cytotoxicity in IEC-6 cells | inhibition, % at 5 µM | IEC-6 cytotoxicity, luminescence viability | actives 0.78% (n = 290,000); in the data active = inhibition above about 22%;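 note: 0% = plate median of test compound wells and 100% = cytotoxic reference compound wells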
aSyn 5UTR inh: MLPCN primary screen, SNCA 5' untranslated region; alpha-synuclein 5'UTR reporter, inhibitor activity; actives 0.82% (n = 300,000); inhibition, % (tested at 7.5 µM); in the data active = inhibition above about 60%; inconclusive = no clear call, values can overlap the other calls;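 note: H4 neuroglioblastoma cells stably carrying SNCA 5'UTR luciferase fusion; 0% = DMSO wells and 100% = positive control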
GSK3beta inhib: human GSK3beta kinase inhibition. P49841. GST-GSK3beta kinase, ADP-Glo luminescence, 60 min; hits give low values. activity score (negative = inhibition), % at 10 µM. actives 0.038% (n = 300,000);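 active = more than half of replicate wells score below -50%, meaning over 50% inhibition versus plate controls; inconclusive = some replicates but at most half score below -50%; inactive = no replicate scores below -50%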;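 note: 0% = median DMSO wells and -100% = median GW8510 positive control wells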
Target sequence (P49841 whole entry, looked up): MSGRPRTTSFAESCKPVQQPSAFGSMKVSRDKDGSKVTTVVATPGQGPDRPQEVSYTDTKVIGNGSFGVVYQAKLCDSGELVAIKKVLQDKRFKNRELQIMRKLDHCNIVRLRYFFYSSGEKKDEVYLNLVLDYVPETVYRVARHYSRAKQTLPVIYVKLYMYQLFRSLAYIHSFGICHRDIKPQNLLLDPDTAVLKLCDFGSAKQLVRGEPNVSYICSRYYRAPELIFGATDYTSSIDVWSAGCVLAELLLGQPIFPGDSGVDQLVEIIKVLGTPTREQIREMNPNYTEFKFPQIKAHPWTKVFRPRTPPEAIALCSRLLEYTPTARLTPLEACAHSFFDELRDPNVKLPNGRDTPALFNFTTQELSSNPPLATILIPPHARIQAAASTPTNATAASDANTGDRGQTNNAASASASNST
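Assay system: GST-tagged human GSK3beta kinase, cell-free; Input: 1.6 ng GSK3beta; Medium: Tris/MgCl2 kinase buffer; Timing: 60 min enzyme reaction, room temperature; Signal: ADP-Glo luminescence quantifying ADP generated by kinase; Evaluation: score relative to plate controls; Benchmarks: DMSO neutral wells and GW8510 at 20 µM as positive.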
HSF1 activator: increases HSF-1 driven luciferase reporter signal; actives 1.7% (n = 300,000); activation, % at 9 µM; AID 504408; NIH3T3-HGL HSF-1 luciferase reporter, MG132, 8 h; 100% = twice DMSO control signal;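 active = mean replicate activation of at least 50% with a set share of replicates each reaching 50%; inconclusive = only one of those two conditions met; inactive = mean below 50% and too few replicates reaching it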;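 note: 0% = median of the neutral control wells and 100% = twice that signal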
HSF1 inh: HSF1 inhibition | NIH3T3-HGL HSE-luciferase, MG132-induced, luminescence 8 h; hits give low values | activity change, negative = inhibition, % at 7.5 µM (by protocol) | actives 0.77% (n = 300,000) | AID 2098;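 active = more than half of replicate wells show activity change below -50%, luminescence cut by over half; inconclusive = some wells, but at most half, below -50%; inactive = no replicate well below -50%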;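 note: luciferase reports HSF-1 transcriptional activity via heat shock element; 0% = median of DMSO wells and -100% = zero luminescence signal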
GSK3A inh: inhibitors of human GSK-3 alpha kinase; AID 2650; inhibition, % at 10 µM; actives 0.1% (n = 320,000); ADP-Glo luminescence, 60 min; P49840;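 in the data active = inhibition above about 50%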;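 note: GST-tagged GSK-3 alpha with peptide substrate and 25 µM ATP; 0% = DMSO neutral wells and 100% = GW8510 positive control wells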
Target sequence (P49840 whole entry, looked up): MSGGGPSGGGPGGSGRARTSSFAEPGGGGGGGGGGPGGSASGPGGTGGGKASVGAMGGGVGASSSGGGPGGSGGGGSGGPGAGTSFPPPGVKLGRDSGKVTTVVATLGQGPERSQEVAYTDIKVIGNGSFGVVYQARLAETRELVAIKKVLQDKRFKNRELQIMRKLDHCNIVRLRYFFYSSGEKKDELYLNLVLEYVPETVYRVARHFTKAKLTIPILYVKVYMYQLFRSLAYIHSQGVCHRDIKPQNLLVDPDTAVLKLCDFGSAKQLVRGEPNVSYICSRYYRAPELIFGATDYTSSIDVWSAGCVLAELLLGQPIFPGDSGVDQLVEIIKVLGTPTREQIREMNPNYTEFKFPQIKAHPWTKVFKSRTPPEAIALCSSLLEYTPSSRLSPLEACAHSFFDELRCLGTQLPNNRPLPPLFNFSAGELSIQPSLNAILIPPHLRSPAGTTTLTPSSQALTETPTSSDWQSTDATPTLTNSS
HIF activator: HIF pathway transcriptional activation; U2OS HRE-luciferase reporter, luminescence; normalized: DMSO 0%, desferrioxamine 100%; activation, % at 7.5 µM (by protocol); AID 1910; actives 0.32% (n = 300,000);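 active = mean activation of at least 10% of the iron chelator positive control signal, with at least half of replicates also reaching 10%; inconclusive = mean and replicate majority disagree about reaching 10%; inactive = mean and most replicates under 10%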
KLF5 inh: kruppel-like factor 5 inhibition | DLD-1 KLF5 promoter-luciferase reporter, luminescence | inhibition, % at 5 µM | actives 0.23% (n = 290,000);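 active = inhibition above a per-plate limit of that plate's mean compound inhibition plus 3 SD, cut at about 60% in these data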;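 note: 0% = DMSO wells and 100% = LY294002 at 200 µM; higher means less KLF5 promoter-driven luciferase light; inactives centre near -14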
HSP90 inh: HSP90 refolding inhibition in rabbit reticulocyte lysate | luciferase refolding luminescence, 3 h | inhibition, % at 5.6 µM | actives 0.91% (n = 290,000);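 active = inhibition above the screen-wide mean plus 3 SD, computed separately per campaign, cut at about 16% in these data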;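 note: 0% = DMSO wells and 100% = 60 µM geldanamycin wells; inhibitors lower the luminescence because luciferase stays unfolded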
AI-2 QS mod: Vibrio harveyi AI-2 quorum sensing modulation | Vibrio harveyi JMH597 AI-2 luminescence/OD600 ratio, 9 h; hits give low values; strain lacks LuxN and CqsS sensors; 0 = neutral-control median | AID 2094 | activity change, % at 7.5 µM | actives 0.4% (n = 300,000); in the data active = activity change below about -75%, passing the limit was not always enough; inconclusive = no clear call, values can overlap the other calls;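 note: luminescence divided by OD600 gain over 9 h not by final OD600 alone; inactives centre near 13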
* marks the source's active call; other numbers are inactive results; ? = inconclusive; nt = not tested or not shown. An unsorted share of the library; any-hit rate near 4.7%.

SMILES	IEC-6 cytotox	aSyn 5UTR inh	GSK3beta inhib	HSF1 activator	HSF1 inh	GSK3A inh	HIF activator	KLF5 inh	HSP90 inh	AI-2 QS mod
Cc1cccc(Oc2ncnc(N)c2[N+](=O)[O-])c1C	-4	0	0	2	-3	-1	0.5	2	-2	-6
COC(=O)c1sccc1NC(=O)c1ccc(C(C)C)cc1	7	-87	-1	12	5	-1	1.5	8	3	-6
Cc1oc(C(C)(C)C)cc1C(=O)N1CCN(c2ncccc2C(F)(F)F)CC1	2	-3	3	8	-1	-2	-1.0	-5	2	10
CC(OC(=O)C1CCN(S(=O)(=O)c2ccc(Cl)cc2)CC1)C(=O)N1CCc2ccccc21 (centres undefined)	0	10	0	-5	4	1	-0.2	3	-4	16
COc1ccc(-c2nc(CCNS(=O)(=O)c3ccc4c(c3)OCCO4)cs2)cc1	4	-12	-1	-14	-1	-2	0.0	-27	2	0
CCCn1c(N)c(N(CCOC)C(=O)c2cc(S(=O)(=O)N3CCCCCC3)ccc2OC)c(=O)[nH]c1=O	-1	6	3	-15	-7	-2	0.0	-13	-3	20
NNC(=O)c1cccn(Cc2ccc(Cl)cc2Cl)c1=O	-5	-5	1	30	7	0	1.0	-16	0	2
CCN1CCCC1CN(Cc1cc2cc(OC)ccc2[nH]c1=O)C(=O)NCc1ccccc1 (centres undefined)	-2	-5	-1	3	1	-2	0.2	-26	-2	1
COc1cc(/C=C/C(=O)NC(C)C2CC3CCC2C3)cc(OC)c1OC (centres undefined)	0	-23	-1	-91	-88*	1	-1.0	-38	-2	17
CN(Cc1ccccc1)c1ccc(N2C(=O)CCC2=O)cc1[N+](=O)[O-]	-8	23	1	6	-4	4	0.1	5	-2	4
O=C(CN(C1CCCCC1)S(=O)(=O)c1ccc(F)cc1)NCc1ccncc1	-3	-9	-1	-8	-18	nt	-0.1	-4	-3	10
Nc1nncn1C(=O)c1c(Cl)cccc1Cl	4	-11	1	2	-3	2	-0.1	-14	0	13
CCN1CCN(CCNC(=O)c2cn(Cc3ccccc3F)nn2)CC1	-2	nt	nt	nt	nt	11	nt	3	5	nt
Cc1cccc(C(=O)NCC(=O)OCC(=O)c2cc(C)n(CC3CCCO3)c2C)c1 (centres undefined)	2	-102	1	-51	-48	-1	0.0	-11	5	1
CC1=C(C(=O)Nc2cccc(C)n2)C(c2ccc3c(c2)OCO3)C2=C(CC(c3ccco3)CC2=O)N1 (centres undefined)	-3	3	1	1	3	nt	0.0	-7	4	32
CCOc1ccc(NC(=O)NNC(=O)c2cccnc2)cc1	7	-3	0	-15	-6	1	0.5	-24	2	-6
O=C(NC1CC1)c1ccc(S(=O)(=O)NC2CCCCCC2)cc1	4	20	1	-10	-2	-3	-0.3	-22	4	28
O=C(CCS(=O)(=O)c1ccc(Br)s1)NCc1cccs1	-2	5	0	26	-4	nt	-0.7	-22	-3	11
O=C(COc1ccc([N+](=O)[O-])cc1)NCc1cccnc1	-2	-20	2	2	-2	-1	-0.9	-63	-6	20
O=C(O)c1ccc2c(=O)n3c(nc2c1)/C(=C/c1ccccc1C(F)(F)F)CCCC3	-3	2	0	-5	-1	-1	-0.2	-5	4	14
O=C(OCCCN=C1NS(=O)(=O)c2ccccc21)c1cccs1	6	7	3	-7	-2	1	-0.9	-13	-2	32
COc1ccc([N+](=O)[O-])cc1NC(=O)C1CCCN1S(=O)(=O)c1cccs1 (centres undefined)	nt	13	-1	1	-3	-2	-0.4	nt	nt	26
COc1ccc(-c2nc(CCNC(=O)c3cccs3)cs2)cc1	-2	-12	-2	-5	5	1	0.3	-22	0	6
N#Cc1ccccc1S(=O)(=O)N1CCN(C(=O)C2CCCC2)CC1	-7	-5	-4	11	-3	-1	-0.4	-31	-1	14
COCCn1c(N)c(N(Cc2ccccc2)C(=O)C2CCCCC2)c(=O)[nH]c1=O	0	-12	2	-12	-12	-6	0.1	2	-4	8
COc1ccc(NC(=O)C2CCCN(S(C)(=O)=O)C2)cc1Cl (centres undefined)	-2	17	-1	-15	-3	0	0.6	-27	5	15
CC(C)(C)NC(=O)C1c2ccccc2Oc2ccccc21	4	-9	0	1	-4	-3	-0.9	-57	1	15
COc1ccc(/C=C/C(=O)Nc2ccc(-c3nnc4n3CCCCC4)cc2)c(OC)c1	8	-7	-2	9	-2	1	0.7	17	-2	32
COC(=O)c1cc2c(=O)n3ccccc3nc2n(Cc2cccnc2)c1=N	2	3	0	20	0	-2	-0.3	-26	1	33
COCn1c(-c2ccccc2)nc2ccccc21	-1	-5	7	8	3	-48	-0.2	-6	-5	12

Next section (2 carried over from the part before).
SMILES	IEC-6 cytotox	aSyn 5UTR inh	GSK3beta inhib	HSF1 activator	HSF1 inh	GSK3A inh	HIF activator	KLF5 inh	HSP90 inh	AI-2 QS mod
COC(=O)c1cc2c(=O)n3ccccc3nc2n(Cc2cccnc2)c1=N	2	3	0	20	0	-2	-0.3	-26	1	33
COCn1c(-c2ccccc2)nc2ccccc21	-1	-5	7	8	3	-48	-0.2	-6	-5	12
CCN1C(=O)c2cccc3c(S(=O)(=O)NCCc4c[nH]c5ccccc45)ccc1c23	2	3	1	12	9	0	-0.2	-20	2	31
CCC(C)(C)NC(=O)CN(Cc1ccccc1Cl)C(=O)CCC(=O)Nc1cc(C)ccn1	-5	6	3	-15	-4	22	0.2	-14	1	10
CCN(CC)c1ccc(/C=N/NC(=O)Nc2ccccc2)cc1	3	-150	0	?	17	0	1.2	-97	-4	15
CC(=O)Nc1ccc(OC(F)(F)Cl)cc1	-2	5	3	2	-6	-1	0.2	-11	2	15
CCN(CC(=O)NCc1ccc(F)cc1)C(=O)c1ccc(Cl)cc1	-1	-17	1	-10	-10	-5	-0.1	-10	-2	7
O=C(COCc1cc(-c2ccco2)on1)NC1CCCCC1	8	-2	5	16	1	-1	0.3	7	1	-6
O=C(c1cnccn1)N1CCc2c([nH]c3ccccc23)C1c1cccc(Cl)c1 (centres undefined)	12	-41	1	3	1	nt	0.1	-6	2	41
CCOc1ccc(N2C(=O)Nc3ccccc3C2(O)C(=O)NCc2ccc(C)cc2)cc1 (centres undefined)	4	25	-1	-2	-4	1	0.1	-14	2	-1
C=CCOc1ccccc1CNc1ccc2c(c1)OCCO2	-1	46	0	-38	?	-4	-3.5	15	67*	1
Cc1nc(CCNC(=O)Cc2ccc(F)cc2)cs1	1	6	2	-10	-7	5	0.0	-26	0	19
Cc1ccc(C(=O)N[C@H](C(=O)OCC(=O)NC2CCS(=O)(=O)C2)C(C)C)cc1 (some centres undefined)	0	0	7	0	4	-3	-0.3	-8	-4	2
COC(=O)c1ccccc1NC(=O)Cn1nc(C(F)(F)F)c2c1CCC2	0	-22	-2	23	6	-46	-0.2	-48	3	8
COC(=O)Cc1csc(Nc2ccccc2)n1	-1	-47	3	8	2	-1	1.3	-17	0	15
Nc1ncnc(Nc2ccccn2)c1[N+](=O)[O-]	-6	0	-9	-16	-16	17	0.1	-5	-3	14
CSc1cccc(NC(=S)N2CCC(N(C)C3CCCC3)CC2)c1	-3	17	-1	-79	-73*	1	-0.1	-15	-2	8
N#CC1=C(O)C(c2ccccc2)n2c1nc(=O)c1ccccc12 (centres undefined)	1	-2	-1	1	7	-2	-0.4	-31	-1	8
O=C(O)c1cccc(N2C(=O)c3cccc4cccc(c34)C2=O)c1	1	-4	4	5	-2	0	0.3	-39	1	7
Cc1cccc(Nc2ccc(C(=O)N3CCOCC3)cn2)c1	0	-27	3	13	-8	-5	0.3	-38	0	12
CCCCN1c2cc(C)c(O)cc2C(C(=O)OCC)C1C (centres undefined)	-5	15	-2	39	44	1	0.1	-24	-5	22
Cc1nc2ccc(NC(=O)C3CCN(S(=O)(=O)c4cccs4)CC3)cc2s1	8	21	4	-1	-1	-1	-0.1	7	0	32
Cc1cc2oc(C(=O)Nc3ccc(S(=O)(=O)Nc4onc(C)c4C)cc3)cc(=O)c2cc1Cl	4	13	1	3	5	7	-0.1	-3	4	22
O=C(CCN1CCc2ccccc2C1)Nc1ccc(F)cc1	4	-31	3	3	-6	-2	-0.2	-14	4	25
O=c1onc(-c2ccc(Cl)cc2Cl)n1-c1cccnc1	-2	-33	-2	1	-6	-1	0.3	-24	3	-9
O=C(CCn1cnc2ccccc2c1=O)Nc1nc(-c2ccc(Br)cc2)cs1	0	-7	0	2	5	-2	-1.3	-15	-3	13
O=c1ccc(-c2nc3cc(Cl)ccc3n2Cc2ccccc2)c[nH]1	2	2	6	-7	0	0	-0.2	2	2	18
Cc1nc(N)c(C#N)c(-c2ccccc2Cl)c1C	6	12	-22	-8	-13	2	0.4	-20	1	17
CCN1CCc2c(sc(NC(=S)NC(=O)c3ccccc3)c2C#N)C1	-3	-50	-1	9	3	-1	1.1	-33	2	2
Cc1c(C(=O)N(Cc2nccn2C)C(C)C)oc2c(F)cccc12	-5	0	1	-3	3	0	-0.1	-33	0	22
COc1ccc(-n2cc(C(=O)c3ccccc3O)cn2)cc1	3	-9	-3	-53	-51*	0	-0.9	-6	34*	14
COc1ccc(/C=N/n2c(C)nc3c([nH]c4ccccc43)c2=O)cc1CN1CCCC(C)(C)C1	-7	-6	1	-9	-10	-1	-0.2	-8	0	19
O=C(CSc1ncnc2c1cnn2CCO)Nc1cccc(C(F)(F)F)c1	-3	24	1	19	6	-2	-0.3	-20	0	8
CCOC(=O)C1CN(S(=O)(=O)c2ccc(OC)cc2)c2cc(CC(=O)OC)ccc2O1 (centres undefined)	3	9	-1	-15	0	0	-0.4	-8	1	7
O=C(NCCN1CCCCC1)c1ccc2c(c1)OCCO2	4	-48	-3	nt	nt	-1	0.9	-27	-2	9
Cc1cccc(NC(=O)C(=O)NCC2CCCO2)c1 (centres undefined)	-7	-92	-4	19	17	1	2.4	-123	0	29
CCC1CCCCN1C(=O)CSc1nc2c(c(=O)n1C)SC(C)C2 (centres undefined)	0	-6	-2	26	2	0	-0.1	-57	0	17
CC(C)CN(Cc1c(O)ccc2ccccc12)CC(C)C	3	10	0	-18	-1	-2	1.1	-30	1	26
C/C(CC(=O)Nc1ccc([N+](=O)[O-])cc1)=N\NC(=O)c1ccccc1O	-3	9	0	-1	-3	0	-1.6	-59	-1	-1
COc1cccc(N2C(=O)CN(Cc3ccccc3)C2=S)c1	9	7	1	-15	1	-2	-0.2	-32	1	4
Cc1cc(F)c(F)c(C(=O)N2C(C)CCCC2C)c1Cl (centres undefined)	2	15	-3	-4	-9	-2	-0.4	-7	-2	10
O=C(NCc1ccccn1)c1cc2ccccc2oc1=O	0	-80	2	29	7	0	2.9	-53	0	19
